Compound activity: PubChem, several laboratories
TLR9-MyD88 inh – blocks human TLR9 binding to MyD88; Q9NR96+Q99836; CHO BLA complementation TLR9-MyD88, CCF4 FRET ratio; inhibition, % at 4.98 µM; hit rate 0.21% among 340,000; AID 504734;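 active = inhibition above the mean over all tested compounds plus 3 SD, cut at about 21% in these data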;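 also: 0% = DMSO only wells and 100% = clavulanate BLA inhibitor control wells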
Granule exo inh – lytic granule exocytosis inhibition; TALL-104 LAMP-1 surface exposure, flow cytometry; cells stimulated with thapsigargin and PMA; inhibition, % at 10 µM; hit rate 0.66% among 360,000;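 active = inhibition above about 55%, limit read from the data; inconclusive = no clear call, values can overlap the other calls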
N-glyco inh – N-linked glycosylation inhibition; D54 ERlucT glycosylation luciferase reporter, 24 h; percent of 100 nM tunicamycin response; hit rate 0.23% among 360,000; reporter increase, % at 12.5 µM;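 active = mean luciferase reporter signal, scaled so untreated is 0 and the glycosylation-blocking control 100, at or above a set limit in every replicate; inconclusive = mean reaches the limit but not every replicate does; inactive = mean below the limit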;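 also: luciferase carries N-glycosylation sites so blocking glycosylation raises the light; 0% = median of neutral control wells and 100% = median of 100 nM tunicamycin wells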
ABCB6 inh MLPCN – human ABCB6 transporter inhibition. Q9NP58. K562-ABCB6 porphyrin accumulation, flow cytometry, 1 h; hits give low values. fluorescence ratio to DMSO, % at 10 µM. hit rate 0.19% among 360,000. AID 602162;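 active = fluorescence ratio to DMSO below 75%, the collection mean minus 3 SD; inconclusive = too few cells collected in the well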;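 also: signal is porphyrin accumulated inside mitochondria; 100% equals median channel fluorescence of DMSO control wells; lower ratio means ABCB6 inhibition with less porphyrin fluorescence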
ABHD5 PLIN5 PPI – ABHD5-PLIN5 protein interaction inhibition | Split G. princeps luciferase complementation, luminescence, 4 h | Q00G26+Q8WTS1 | hit rate 0.78% among 360,000 | inhibition, % at 4 µM;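 active = inhibition above the mean inhibition across every tested compound plus 3 SD, cut at about 22% in these data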;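 also: 0% = DMSO only wells and the 100% control is not disclosed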
NOD2-RIPK2 inh – blocks binding of human NOD2 to RIPK2; O43353; inhibition, % at 4.98 µM; hit rate 0.38% among 360,000; CHO BLA complementation NOD2-RIPK2, CCF4 ratio; AID 624267; in the data active = inhibition above about 21%;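 also: 0% = vehicle only and 100% = reference blocker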
Target sequence (O43353 whole entry, looked up): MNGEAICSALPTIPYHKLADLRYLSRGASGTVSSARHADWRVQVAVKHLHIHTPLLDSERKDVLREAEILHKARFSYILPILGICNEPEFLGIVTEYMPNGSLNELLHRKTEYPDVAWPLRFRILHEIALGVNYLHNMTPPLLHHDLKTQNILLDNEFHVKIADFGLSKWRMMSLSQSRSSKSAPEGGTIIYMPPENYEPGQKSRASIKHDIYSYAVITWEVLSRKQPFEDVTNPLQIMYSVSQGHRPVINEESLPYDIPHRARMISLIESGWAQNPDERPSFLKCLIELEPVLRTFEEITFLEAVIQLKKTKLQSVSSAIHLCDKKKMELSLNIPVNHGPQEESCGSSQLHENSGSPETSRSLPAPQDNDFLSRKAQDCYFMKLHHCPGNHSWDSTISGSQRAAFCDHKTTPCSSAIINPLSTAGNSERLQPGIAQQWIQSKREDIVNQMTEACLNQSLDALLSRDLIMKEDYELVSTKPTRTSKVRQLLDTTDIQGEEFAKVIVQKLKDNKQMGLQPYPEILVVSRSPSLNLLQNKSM
aDG glyco act – alpha-DG glycosylation activation; Pro5-aDG cells, alpha-DG glycosylation AlphaScreen (IIH6); 0% Pro5, 100% B10-LARGE cell signal; activation, % at 10 µM; hit rate 0.22% among 360,000; AID 624168;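 active = activation of at least 8% versus controls, or a plate z-score of at least 8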;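 also: Pro5 are CHO cells carrying HIG-tagged alpha-DG that lacks glycosylation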
Vif inh – inhibitors of HIV Vif; HEK293T cells, Vif self-association by quenched fluorescence, imaging, 24 h; inhibition, % at 7.49 µM; hit rate 0.35% among 340,000; AID 602346; in the data active = inhibition above about 50%, passing the limit was not always enough; inconclusive = no clear call, values can overlap the other calls; inactive = below about 31%; also: some results filed as inactive read as strong as hits
MC4R ag barr – agonists of human melanocortin 4 receptor (MC4R) beta-arrestin | hit rate 0.98% among 360,000 | AID 540308 | activation, % at 8.9 µM | U2OS MC4R beta-arrestin complementation, luminescence; percent of melanotan II response, DMSO zero | P32245;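 active = activation above a per-plate cutoff, the mean activation of sample wells on that plate plus 3 SD, cut at about 8% in these data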
Target sequence (P32245 whole entry, looked up): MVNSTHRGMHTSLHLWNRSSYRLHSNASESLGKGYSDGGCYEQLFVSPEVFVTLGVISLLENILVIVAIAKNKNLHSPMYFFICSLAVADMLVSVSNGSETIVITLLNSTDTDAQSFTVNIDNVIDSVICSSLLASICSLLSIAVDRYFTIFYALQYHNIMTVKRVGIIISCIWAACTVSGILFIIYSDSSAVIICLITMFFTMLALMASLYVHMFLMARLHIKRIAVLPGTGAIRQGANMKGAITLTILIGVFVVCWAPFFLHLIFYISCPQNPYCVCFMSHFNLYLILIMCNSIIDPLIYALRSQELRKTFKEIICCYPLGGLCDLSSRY
MC4R antag cAMP – antagonists of human melanocortin 4 receptor (MC4R); inhibition, % at 6.5 µM; hit rate 0.48% among 360,000; AID 540295; P32245; MC4R-expressing cells, MTII-stimulated cAMP, LANCE TR-FRET;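 active = inhibition above its plate's cutoff, the mean of tested wells on that plate plus 3 SD, cut at about 29% in these data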;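 also: 0% = Melanotan II alone and 100% = Melanotan II plus saturating MCL0020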
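Assay system: U2OS cells stably expressing human melanocortin 4 receptor (MC4R) / Dosing: 6.5 µM / Timing: compound 30 min, challenge 1 h, detection 1 h / Measured by: Eu-cAMP/anti-cAMP TR-FRET, emission 671 nm / Replicates: singlicate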
The depositor's hits bear a star; ? = inconclusive; / = not tested or not shown. Only part of the results is shown; count on the stated rates, not on these rows.

nr	molecule	TLR9-MyD88 inh	Granule exo inh	N-glyco inh	ABCB6 inh MLPCN	ABHD5 PLIN5 PPI	NOD2-RIPK2 inh	aDG glyco act	Vif inh	MC4R ag barr	MC4R antag cAMP
1	COc1ccc(/C=N/OC/C(O)=C(\C#N)c2nc3ccccc3[nH]2)cc1	2	-2	1	98	-4	-7	0.5	-6	-1.9	-1
2	Cc1cccc(OCc2nnc(SCC(=O)N(C(C)C)C(C)C)n2Cc2ccco2)c1C	8	9	-3	99	10	-6	-0.1	-3	-0.1	6
3	COc1ccc(C)cc1NC(=O)CCN1CCN(C/C=C/c2ccccc2)CC1	-5	0	-1	104	5	-8	0.2	-2	-0.1	9
4	COCCn1c(=N)c(S(=O)(=O)c2ccc(F)cc2)cc2c(=O)n3ccccc3nc21	-1	4	0	91	-1	1	-0.1	5	0.1	2
5	COc1ccc(-c2cn3cc(C)ccc3n2)cc1OC	4	-3	-10	93	-2	-5	0.0	12	-1.8	6
6	O=C(COC(=O)CNC(=O)c1cccc([N+](=O)[O-])c1)Nc1nc2ccccc2s1	1	-1	2	105	-6	-9	-0.3	6	-1.5	31*
7	Fc1ccc(C2=CC(c3ccco3)n3nnnc3N2)cc1 (stereo not given)	/	-2	-2	97	3	-4	-0.1	11	0.5	22
8	CC(C)CN(C(=O)COC(=O)CNC(=O)c1ccccc1)c1c(N)n(Cc2ccccc2)c(=O)[nH]c1=O	3	10	0	99	6	8	0.0	14	-0.4	9
9	CCCOc1ccc(C(C)=O)cc1CC(C(=O)OCC)C(=O)OCC	3	4	-1	93	-2	2	0.1	-5	-1.0	4
10	COc1ccc(-n2cnc3cc(NC(=O)c4ccco4)ccc32)cc1	2	2	-1	107	3	-2	0.2	-6	-1.8	8
11	O=C1CC2(CCN(C(=O)c3c(F)cccc3Cl)CC2)Oc2ccccc21	-9	6	-6	102	2	4	0.0	-1	-3.5	1
12	Cc1cc(NS(=O)(=O)c2ccc(NC(=O)CCCOc3ccccc3C)cc2)no1	5	0	1	96	-2	-4	0.0	8	-2.0	12
13	O=C(COc1ccc([N+](=O)[O-])cc1)Nc1nnc(-c2cccnc2)s1	2	-3	1	98	-3	6	0.1	0	-1.4	16
14	CC(=O)N(C)c1ccc(NC(=O)C(F)(F)F)cc1	-4	2	3	101	6	-8	-0.1	/	0.5	20
15	CN(C)C(=O)c1cccc(-c2cccc(-c3nc(C(=O)NCc4ccccc4)cc4c3[C@@H](CCO)N(S(=O)C(C)(C)C)C4)c2)c1 (stereo not given in full)	/	-2	-3	105	0	-5	-0.3	/	/	/
16	COc1ccc(Cc2c(O)nc(SCC(=O)c3ccc(OC)cc3)[nH]c2=O)cc1	1	6	2	100	0	14	0.1	4	-0.8	13
17	COc1ccc(N2CCN(S(=O)(=O)c3ccc(-c4cc(C)no4)s3)CC2)cc1	9	-1	1	94	-1	-6	-0.1	-4	1.9	0
18	CSc1cccc(NS(=O)(=O)c2cn(C)cn2)c1	-25	-2	2	102	8	-7	0.1	5	-0.8	-2
19	CCOC(=O)c1cnc(-c2ccccc2)nc1-c1ccccc1	-4	0	0	93	0	-13	-0.1	-3	1.1	5
20	CC(C)OC(=O)C1C(=O)CC(C)(O)C(C(=O)OC(C)C)C1c1ccccc1 (stereo not given)	-3	10	1	99	1	0	-0.3	26	4.4	12
21	CCOC(=O)CC1C(=O)NCCN1C(=O)c1cccc(C(F)(F)F)c1 (stereo not given)	0	0	2	104	1	-4	-0.2	4	-1.8	-1
22	O=C(CCN1C(=O)NC2(CCCC2)C1=O)Nc1cccc(S(=O)(=O)N2CCOCC2)c1	8	12	0	103	5	-9	0.1	-6	-0.6	1
23	COc1ccc(/C=C/C(=O)Nc2ccc(S(=O)(=O)Nc3onc(C)c3C)cc2)cc1OC	5	-1	/	91	3	1	1.2	/	1.8	-5
24	CCN(CC)S(=O)(=O)c1cccc(-c2nnc(SCC(N)=O)n2N)c1	7	9	1	99	-4	-14	0.0	-2	-2.9	16
25	O=C(CSc1ccsc1[N+](=O)[O-])Nc1cc(F)ccc1F	3	0	0	106	5	-5	-0.2	/	1.9	3
26	Cc1ccc(S(=O)(=O)N(C)c2ccc(C(=O)Nc3ccccn3)cc2)cc1	6	-1	-2	102	0	-7	-0.4	-11	-0.7	13
27	CCOc1ccc(NC(=S)NC(=O)c2cncc(Br)c2)cc1	-6	-6	0	108	-2	2	0.1	1	0.4	9
28	CCc1nnc(NC(=O)C2(C)COC(c3ccc(OC)cc3)OC2)s1 (stereo not given)	6	-2	3	94	3	6	1.1	0	-1.4	9
29	Cc1cc(C)nc(N(C#N)Cc2ccc(Br)cc2)n1	5	4	-4	100	5	-5	0.0	23	-1.5	-13
30	Nn1c(SCc2ccccn2)nncc1=O	4	-3	4	101	6	-5	-0.1	-5	1.4	0
31	Cc1ccc(N=CC2=C(O)CC(C)(C)CC2=O)nc1	-12	6	0	105	4	-3	0.0	0	-1.1	-6
32	CN1CCN(c2nc3c(c(=O)n(C)c(=O)n3C)n2CCSc2nc3ccccc3s2)CC1	/	-3	-1	100	-6	11	-0.1	0	-0.9	4
33	CN(C)S(=O)(=O)c1ccc(NC(=O)C2COc3ccccc3O2)cc1 (stereo not given)	-11	3	0	101	1	2	0.0	0	-1.7	1
34	Cc1nc2ccccn2c1P(=Nc1ccccc1)(N(C)C)N(C)C	4	3	-1	103	-7	1	-0.1	?	-1.3	3
35	COc1cccc(-n2c(SCC#N)nnc2-c2cnccn2)c1	4	0	2	97	-3	-9	0.0	-5	-0.6	5
36	Cc1noc(C)c1C(=O)N1CCC1(C)C(=O)NS(=O)(=O)c1cccc(Cl)c1 (stereo not given)	/	-3	0	101	-3	-19	0.1	8	0.1	-1
37	COc1ccccc1C(=O)N/C(=C/c1ccc(Br)cc1)C(=O)N1CCCC1	-7	-6	-3	100	0	4	0.2	-1	1.3	7
38	CCOC(=O)Cc1csc(NC(=O)/C=C/c2ccc(OC)cc2)n1	-5	-1	-5	102	1	-3	0.7	-5	-2.3	20
39	C/C(=N\NC(=S)Nc1ccccc1C)c1cc2ccccc2o1	7	-4	1	114	-8	1	0.2	1	-1.9	9
40	Nc1ccc(S(=O)(=O)Nc2nccc(/C=C/c3ccc(Cl)cc3)n2)cc1	-1	-2	-1	96	8	-5	0.1	1	21*	5
41	COCCn1c(SCc2ccc(C(=O)OC)o2)nnc1-c1c[nH]c2ccccc12	1	-8	-3	95	8	-1	-0.2	-1	0.3	8
42	CCC1CCCCN1CCCNC(=O)C1CCN(c2ncnc3c2nc2n3CCCCC2)CC1 (stereo not given)	-5	4	1	116	-2	-3	-0.3	3	0.1	9
43	COc1ccccc1-c1coc2c(CN3CCOCC3)c(O)ccc2c1=O	-6	-4	1	99	-9	-6	0.0	8	-0.9	11
44	COC(=O)[C@]12CCCCC=C1N(Cc1ccco1)C(=O)[C@H](CC(=O)N1CCSCC1)C2	/	-4	/	100	-4	0	0.1	/	/	/
45	COC(=O)c1cccc(NC(=O)CCSc2ccc(Cl)cc2)c1C	-2	3	0	99	-2	2	0.1	-4	2.3	2
46	O=C(Nc1ccc2c(c1)OCO2)c1cnc2n(c1=O)CCS2	3	0	-3	102	1	-6	0.0	23	-0.2	1
47	O=C1C(Cl)=C(N2CCCCCC2)C(=O)N1c1ccccc1	3	-2	-1	95	4	8	0.4	/	-1.9	0
48	O=S(=O)(NCc1ccccc1Cl)c1cnc[nH]1	4	1	-1	94	-3	0	-0.2	1	-0.2	-1
49	CCOC(=O)Cn1c(=NC(=O)c2ccc([N+](=O)[O-])s2)sc2ccccc21	-5	8	0	105	2	-5	0.2	6	0.2	2
50	Cc1nc(-n2[nH]c3c(c2=O)CCCC3)[nH]c(=O)c1Cc1ccccc1	-1	-2	1	100	-9	9	0.7	/	-4.2	-8
51	O=C(CSc1ccsc1[N+](=O)[O-])NCCc1ccc(Cl)cc1	-4	-1	3	102	-3	2	0.0	-6	0.4	-2
52	O=c1[nH]c(-c2ccccc2O)nc2c1CCCC2	-1	-6	1	85	-3	0	0.2	-7	0.9	-3
53	O=C(O)c1cc2ccccc2[nH]1	-9	4	2	91	3	-3	0.1	17	2.2	1
54	CCCCCNC(=O)C(c1ccnc2ccccc12)n1c(=O)c(-c2ccccc2)nc2ccccc21 (stereo not given)	/	-2	/	/	1	3	-0.2	/	/	/
55	COCCn1cc(C(=O)NCc2ccco2)c2c3ccccc3n(C)c2c1=O	2	-3	0	98	-4	-11	0.0	4	-0.3	7
56	Cc1ccc(CN(C)S(=O)(=O)c2c(C)noc2/C=C/N(C)C)cc1	-2	19	3	96	-1	-3	-0.1	3	2.1	5
57	COc1ccc(-c2oc3c(c2C(=O)OCCCO)C(OCCCCCO)CCC3)cc1 (stereo not given)	/	10	/	100	1	1	0.0	/	/	/
58	COc1ccc(/C=N/NC(=O)c2cccnc2)cc1CSc1nc2ccccc2s1	3	11	12	97	4	13	0.4	6	-2.4	-26
59	CCCS(=O)(=O)N1CCCC(C(=O)N2CCOCC2)C1 (stereo not given)	3	-6	3	77	1	0	0.0	-21	-0.4	10
